APJ agonist = agonists of human apelin receptor APJ, primary screen, CHO-K1 cells, PathHunter beta-arrestin, luminescence. P35414. 0% DMSO wells, 100% apelin. activation, % at 20 µM. 0.11% of 330,000 active;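 active = activation more than six SD over the plate average, tested at 20 µM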;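 also: 0% = DMSO alone and 100% = apelin-13 at 10 nM; some results filed as inactive read as strong as hits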
Target sequence (P35414 whole entry, looked up): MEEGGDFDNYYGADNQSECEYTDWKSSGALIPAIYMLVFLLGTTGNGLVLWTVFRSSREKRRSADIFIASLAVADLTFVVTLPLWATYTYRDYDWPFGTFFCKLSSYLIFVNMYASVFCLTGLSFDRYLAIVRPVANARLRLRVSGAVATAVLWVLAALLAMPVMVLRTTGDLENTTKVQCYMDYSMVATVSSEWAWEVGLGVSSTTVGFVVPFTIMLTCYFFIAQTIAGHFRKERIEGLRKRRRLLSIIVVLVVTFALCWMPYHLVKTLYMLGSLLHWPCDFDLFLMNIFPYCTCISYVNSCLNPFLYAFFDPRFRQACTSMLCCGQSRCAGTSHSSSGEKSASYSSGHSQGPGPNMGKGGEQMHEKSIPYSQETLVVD
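Assay system: CHO-K1 APJ beta-arrestin complementation cell line / Compound: single test compound dose, 20 µM final, 1% DMSO / Times: overnight seeding, 90 min compound at 25 °C, 1 h detection / Technique: beta-gal luminescence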
MPTP block = mitochondrial permeability transition pore inhibitors, primary screen, biochemical, isolated mouse mitochondria, absorbance; inhibition, % at 10 µM; Ca2+ swelling absorbance, 30 min; AID 602449, 2012; 1.4% of 360,000 active;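 active = inhibition of 50% or more, scaled per plate between neutral and stimulator controls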;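 also: 0% = DMSO wells given calcium and 100% = 1 mM EGTA wells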
TIM10 inh = growth inhibitors of isogenic TIM10 control yeast, primary screen, counter-screen for tim10-1 yeast inhibitor project, luminescence, uHTS | 1.4% of 330,000 active | inhibition, % at 10 µM | S. cerevisiae TIM10 strain growth, BacTiter-Glo luminescence, 24 h;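 active = inhibition of 40% or more at the single tested concentration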;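 also: wild-type TIM10 isogenic control strain grown at permissive 25 °C; 0% = DMSO yeast wells and 100% = minimal medium wells without yeast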
tim23-1 inh = growth inhibitors of tim23-1 mutant yeast, primary screen, luminescence, uHTS; S. cerevisiae tim23-1 growth, BacTiter-Glo luminescence, 24 h; inhibition, % at 20 µM; 1.3% of 330,000 active;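 active = growth inhibition of the mutant yeast at or above 50%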;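 also: temperature-sensitive mutant grown at 25 °C; plate controls were DMSO-treated mutant yeast for no effect and medium wells lacking yeast for full effect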
GRIN3A LBD mod = binders of NR3A ligand-binding domain, primary screen, biophysical, differential scanning fluorimetry, uHTS; Glutamate receptor ionotropic, NMDA 3A (GRIN3A) ligand-binding domain; NR3A LBD differential scanning fluorimetry, Tm shift; 0% = protein alone, 100% = glycine-bound protein; Tm shift relative to glycine control, % at 25 µM; 2.5% of 340,000 active;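 active = melting temperature shift of at least 10% of the positive control shift, at one fixed dose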
tim10-1 inh = growth inhibitors of tim10-1 mutant yeast, primary screen, luminescence, uHTS. S. cerevisiae tim10-1 ts strain growth, BacTiter-Glo, 24 h. 2.2% of 330,000 active. AID 463190, 2010. inhibition, % at 20 µM;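 active = inhibition of at least 40%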;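 also: mutant grown at 25 °C; 0% = DMSO wells with yeast and 100% = wells holding no yeast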
APJ antag = antagonists of human apelin receptor APJ, primary screen, CHO-K1 cells, beta-arrestin complementation, luminescence; P35414; inhibition, % at 20 µM; 0.32% of 330,000 active;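 active = inhibition above about 40% at 20 µM, limit read from the data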;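 also: cells challenged with 10 nM apelin-13 agonist together with compound; plate controls were apelin-13 plus DMSO wells for no effect and DMSO wells lacking apelin-13 for full effect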
MIN6 prolif = inducers of MIN6 beta-cell proliferation, primary screen, ATP luminescence, uHTS. MIN6 cells proliferation, ATPlite luminescence, 48 h; cells starved in 0.2% serum; 100% = growth in 10% serum. proliferation, % at 10 µM. 0.29% of 330,000 active. AID 2380, 2010;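 active = compounds whose signal lies at least 3.5 SD above the mean of all wells on their plate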;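 also: 0% = DMSO-treated cells in low-serum medium and 100% = 10% serum control; some compounds called inactive have numbers as strong as hits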
NALP3 yeast inh = NALP3 inflammasome inhibitors in reconstituted yeast, primary screen, luminescence, uHTS; Yeast reconstituted NLRP3/ASC/caspase-1, beta-gal luminescence, 24 h; inhibition, % at 10 µM; 0.39% of 330,000 active;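 active = inhibition of 50% or more; inactive = inhibition below 50%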;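 also: plate controls were induced DMSO wells for no effect and uninduced yeast grown without galactose for full effect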
The depositor's hits bear a star; x = not tested or not shown.

SMILES	APJ agonist	MPTP block	TIM10 inh	tim23-1 inh	GRIN3A LBD mod	tim10-1 inh	APJ antag	MIN6 prolif	NALP3 yeast inh
CCc1ccc(S(=O)(=O)/N=C2\C=C(Nc3cccc(C(=O)O)c3)C(=O)c3ccccc32)cc1	-2	8.9	27	32	2	23	1	-3	33
COc1ccc(/C(N)=N/OC(=O)CCc2ccccc2)cc1OC	3	-1.9	18	-1	7	9	7	-2	14
Cc1c(Cc2ccc3c(c2)OCO3)sc(NC(=O)c2ccc3ccccc3c2)c1C(N)=O	-5	1.3	-7	6	-1	3	4	-7	5
COc1ccc(COC(=O)C2CC(=O)N(Cc3ccc(C)cc3)C2)cc1 (stereo unspecified)	-3	-0.1	-1	12	-1	36	-1	-5	23
Cn1c(=O)c2sccc2n2c(CCCC(=O)NCc3cccnc3)nnc12	2	-0.6	8	3	-2	-3	7	0	14
O=C(Nc1ccccc1-c1ccccc1)C12CC3CC(CC(C3)C1)C2	-2	1.4	50*	34	4	34	8	-6	4
Cc1ccccc1-n1ccnc1SCC(=O)Nc1cccc(S(=O)(=O)NC2=NCCC2)c1	-4	-1.4	0	-2	-1	-6	-2	3	6
COC/C=C/C1=CC2=CC(=O)C(C)(OC(=O)c3cnc4ccccc4n3)C(=O)C2=CN1CCCOC(C)C (stereo unspecified)	4	-0.1	8	17	-1	23	-48	2	10
COCCNC(=O)/C(C#N)=C/c1cc(C)n(-c2ccc(C)cc2)c1C	-3	-0.8	-1	10	-1	14	2	-4	17
Cc1ccc[n+](CC(=O)Nc2ccc(Cl)c([N+](=O)[O-])c2)c1	-4	2.4	1	-10	1	10	2	-3	14
COc1cccc(N2CCN(C(=O)C3CCN(S(=O)(=O)c4ccc5c(c4)CC(C)N5C(C)=O)CC3)CC2)c1 (stereo unspecified)	8	-1.9	-5	3	1	9	8	0	7
Cc1[nH]n(-c2ncc(-c3ccccc3)s2)c(=O)c1C(c1ccc(Cl)cc1)C(C#N)C#N (stereo unspecified)	-5	103*	31	47	12*	34	23	-6	16

Overlap with the part before: 4 compounds, followed by the next part.
SMILES	APJ agonist	MPTP block	TIM10 inh	tim23-1 inh	GRIN3A LBD mod	tim10-1 inh	APJ antag	MIN6 prolif	NALP3 yeast inh
COCCNC(=O)/C(C#N)=C/c1cc(C)n(-c2ccc(C)cc2)c1C	-3	-0.8	-1	10	-1	14	2	-4	17
Cc1ccc[n+](CC(=O)Nc2ccc(Cl)c([N+](=O)[O-])c2)c1	-4	2.4	1	-10	1	10	2	-3	14
COc1cccc(N2CCN(C(=O)C3CCN(S(=O)(=O)c4ccc5c(c4)CC(C)N5C(C)=O)CC3)CC2)c1 (stereo unspecified)	8	-1.9	-5	3	1	9	8	0	7
Cc1[nH]n(-c2ncc(-c3ccccc3)s2)c(=O)c1C(c1ccc(Cl)cc1)C(C#N)C#N (stereo unspecified)	-5	103*	31	47	12*	34	23	-6	16
O=C(N/N=C/c1cccc(OC(=O)c2ccc([N+](=O)[O-])cc2)c1)c1cccnc1	-1	0.8	-14	-2	-3	0	-21	2	9
Cc1c(C(=O)N(Cc2ccco2)Cc2cccs2)oc2ccccc12	-2	-0.4	1	24	3	13	9	-4	2
Cc1ccc2[nH]c(=O)c3cc(C(=O)NCCN4CCN(C)CC4)sc3c2c1	-5	-1.3	9	7	1	-7	15	-2	18
CCOC(=O)c1c(S(=O)(=O)Nc2cccc(-c3ccno3)c2)c(C)n(C)c1C	0	0.1	9	6	0	-3	7	0	19
O=C(COC(=O)c1ccc(N2CCCC2=O)cc1)NCc1ccco1	-6	0.0	-1	5	3	9	-6	1	8
CC(C)(C)NC(=O)N1CCC(CO)(Cc2ccccc2Cl)CC1	-2	-0.8	20	9	0	17	1	-3	5
Cc1ccccc1NC(=O)C1CCN(C(=O)N2CCOc3ccccc32)CC1	-3	-0.6	-2	1	-1	-1	9	2	3
N/C(=N\OC(=O)C(c1ccccc1)c1ccccc1)c1ccccn1	-2	-1.1	17	10	1	21	22	-5	4
CCOc1ccc(Cn2nnc(C(=O)NCCc3ccccc3)c2N)cc1	0	-1.3	-28	-9	-1	-29	6	-3	23
CCc1ccc(NC(=O)Nc2cnccn2)cc1	-3	-0.1	7	-1	-2	0	3	-1	32
CCOc1ncccc1C(=O)Nc1ccccc1C(=O)NCc1ccc2c(c1)OCO2	19	-1.0	10	9	-1	12	-30	0	8
O=C(Nc1c(C(=O)O)oc2ccc(Br)cc12)c1ccccc1	12	-0.9	6	16	-21	8	10	-3	2
C=CCC[C@@H](Cc1ccc(F)cc1)C(=O)OC[C@@H](Cc1c[nH]c2ccccc12)NC(=O)[C@@H](CC=C)CC(=O)N[C@@H](CO)Cc1ccccc1	3	0.4	12	20	8	18	-12	-5	1
CN(CC(=O)Nc1ccccc1Br)C(=O)COc1cccc2c1OC(C)(C)C2	-4	-1.4	2	11	1	26	-1	-4	15
CCOC(=O)C(C)n1cnc2scc(-c3ccc(C)cc3)c2c1=O (stereo unspecified)	-1	0.5	10	37	-1	29	13	-2	21
OCCOCCNc1ncnc2c1c(-c1ccccc1)cn2-c1ccccc1	-6	10	26	50*	3	47*	2	2	18
COC(=O)CSc1nc2sc3c(c2c(=O)n1-c1ccccc1)CCN(C)C3	-3	-0.9	14	3	0	8	10	4	10
COc1ccc(C(=O)OCC(=O)NCc2ccccc2)c(OC)c1OC	1	-0.4	8	2	-1	3	-4	-1	5
CCC(C(=O)O)n1c2ccccc2c2cn[nH]c(=O)c21 (stereo unspecified)	0	-0.6	2	-8	1	13	12	-2	-2
NCCC(=O)N1c2ccccc2Sc2ccc(Cl)cc21	-4	2.1	6	5	3	-7	-8	-5	73*
CCN(CC(=O)Nc1c(F)cccc1F)C(=O)CSCC(=O)Nc1cc(C)on1	5	0.7	-8	-21	3	-14	16	0	-1
COn1c(=O)c(-c2cccs2)[n+]([O-])c2ccccc21	0	1.1	43*	52*	-1	36	-9	-1	22
O=C1c2cc(F)ccc2-n2c1nc1ccccc1c2=O	4	0.8	9	30	x	-11	-10	-6	-3
CC(C)CCn1c(SCc2ccc(Cl)cc2)nc2c1c(=O)[nH]c(=O)n2C	-8	10	5	-1	3	-16	10	3	-1

Of the compounds above, 3 contain a COOH group:
SMILES	APJ agonist	MPTP block	TIM10 inh	tim23-1 inh	GRIN3A LBD mod	tim10-1 inh	APJ antag	MIN6 prolif	NALP3 yeast inh
CCc1ccc(S(=O)(=O)/N=C2\C=C(Nc3cccc(C(=O)O)c3)C(=O)c3ccccc32)cc1	-2	8.9	27	32	2	23	1	-3	33
O=C(Nc1c(C(=O)O)oc2ccc(Br)cc12)c1ccccc1	12	-0.9	6	16	-21	8	10	-3	2
CCC(C(=O)O)n1c2ccccc2c2cn[nH]c(=O)c21 (stereo unspecified)	0	-0.6	2	-8	1	13	12	-2	-2

Some of these compounds in order of the NALP3 yeast inh value, lowest first:
structure | NALP3 yeast inh
O=C1c2cc(F)ccc2-n2c1nc1ccccc1c2=O | -3
CC(C)CCn1c(SCc2ccc(Cl)cc2)nc2c1c(=O)[nH]c(=O)n2C | -1
COc1ccc(C(=O)OCC(=O)NCc2ccccc2)c(OC)c1OC | 5
COC(=O)CSc1nc2sc3c(c2c(=O)n1-c1ccccc1)CCN(C)C3 | 10
COn1c(=O)c(-c2cccs2)[n+]([O-])c2ccccc21 | 22

Continued.
SMILES	APJ agonist	MPTP block	TIM10 inh	tim23-1 inh	GRIN3A LBD mod	tim10-1 inh	APJ antag	MIN6 prolif	NALP3 yeast inh
CCSC1(SCC)N=C(N)C2(C#N)C(c3ccccc3)NC3=C(CCC3)C12C#N (stereo unspecified)	-4	1.0	-36	-11	-1	-7	-11	-5	20
COc1ccc(OC)c(S(=O)(=O)NCc2ccccc2)c1	-3	0.7	13	3	0	20	-2	1	-11
Cc1cccc(C)c1NC(=O)COC(=O)CCC(=O)c1cccs1	-1	0.3	2	15	1	0	11	-2	6
CCOC1(c2ccccc2)OC(=O)c2ccccc21 (stereo unspecified)	1	3.0	-12	7	1	19	-9	-1	-33
Brc1ccc(CNCc2cccs2)cc1	0	0.6	-20	-22	3	4	-8	1	8
CS(=O)(=O)c1cccc(-c2nnc(NC(=O)CCS(=O)(=O)c3ccccc3)o2)c1	3	-3.3	-7	-6	0	-26	-15	0	5
COc1ccccc1CC(=O)Nc1ccccc1C(=O)O	-3	2.0	2	5	-3	-17	-16	-3	-1

Compound activity deposited in PubChem BioAssay by Sanford-Burnham Center for Chemical Genomics.
